# SSB-PriA inh: inhibitors of Klebsiella pneumoniae PriA binding to SSB C-terminal tail, primary screen, biochemical, AlphaScreen; AlphaScreen SSBct-PriA binding, biotinylated peptide; inhibition, % at 33 µM; 0.6% of 430,000 active; in the data active means inhibition mostly above about 37%, no sharp cut-off; inactive means mostly below about 20%;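 further: plate controls were negative control peptide for no effect and reference peptide for full effect; strong numbers were not always called active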
# The depositor's hits bear a star; & = joins results of further samples. Not all compounds are listed. The share of hits here may be higher or lower than overall.
SMILES,SSB-PriA inh
Cc1ccc(S(=O)(=O)N=C(Nc2ccccc2C)c2ccccc2)cc1,1
Cc1cc(C)n(C(=O)C(C#N)=NNc2cc(Cl)cc(Cl)c2)n1,4
CC(=O)c1ccc(S(=O)(=O)NCC[C@H](O)c2ccco2)cc1,-14
CC(C)=CC(=O)Oc1ccc(-c2ccc(C)cc2)cc1,-15
CS(=O)(=O)N1CCC(C(=O)Nc2nnc(-c3cccs3)o2)CC1,-6
CSC(=NN=C(N)c1cnccn1)SC,-13
O=C(c1ccc(C(F)(F)F)nc1)N1CCCC(Cc2nc(-c3ccsc3)no2)C1 (stereo not drawn),-6
Cc1nccn1-c1ncc(NC(=O)Nc2ccc(F)c(Cl)c2)cn1,2
O=S(=O)(c1cccc2c(S(=O)(=O)N3CCN(Cc4ccccc4)CC3)cccc12)N1CCN(Cc2ccccc2)CC1,-8&13
CSc1ccc2nc(NC(=O)C3=COCCO3)sc2c1,4
COc1cccc(NC(=O)NCC(c2ccc3c(c2)CCN3C)N(C)C)c1 (stereo not drawn),31
O=C(CSc1ccc2nnc(CCNC(=O)c3ccccc3)n2n1)NCC1CCCO1 (stereo not drawn),-12
CCc1ccc(NCC(O)COc2ccc(OCC(O)CNc3ccc(CC)cc3)cc2)cc1 (stereo not drawn),23
CCn1c(CN(CCO)CCO)nc2ccccc21,-11
CC(=O)Nc1ccc(SCc2ccccc2F)nn1,-10
C=C1CCN(c2ccc(C(=O)O)cc2[N+](=O)[O-])CC1,21
Cc1cc(OCC(=O)ON=C(N)c2ccccc2)ccc1Br,-13
CCOC(=O)CN1CC(c2nc(-c3ccco3)no2)C1,-4
O=C(CSc1c[nH]c2ccccc12)N1CCC(n2c(=O)[nH]c3ccccc3c2=O)CC1,5
NC(=S)NN=Cc1ccc(-c2ccccc2)o1,5
COc1cc(C(=O)NCC(=O)NN=Cc2c(C)[nH]c3ccccc23)cc(OC)c1OC,-14
O=C(Cn1cnc2ccccc21)N1CCN(c2cc(-n3cncn3)ncn2)CC1,2
Cc1cccc(C)c1OCC(=O)NN=Cc1cc2c(cc1[N+](=O)[O-])OCO2,-1
CO[C@@](C)(CNS(C)(=O)=O)c1cccc(Cl)c1,-6
COc1nn(C)cc1C(=O)N1CCN(Cc2ccccc2)CC1,0

# Brought forward from above: 3 entries, followed by the next part.
SMILES,SSB-PriA inh
Cc1cccc(C)c1OCC(=O)NN=Cc1cc2c(cc1[N+](=O)[O-])OCO2,-1
CO[C@@](C)(CNS(C)(=O)=O)c1cccc(Cl)c1,-6
COc1nn(C)cc1C(=O)N1CCN(Cc2ccccc2)CC1,0
CC(CCS(=O)(=O)c1ccccc1)=NO,-17
CS(=O)(=O)N1CCN(c2nc(N3CCOCC3)nc(-n3ccnc3)n2)CC1,-12
COc1ccc(S(=O)(=O)Nc2ccc3c(c2)CC(=O)N3)c(C)c1,22
O=C(NCCSC1CCOCC1)c1cncc(Br)c1,-12
COC(=O)C1=C(C)N=c2sc(=Cc3cccs3)c(=O)n2C1c1ccc(F)cc1 (stereo not drawn),-9
CCCCCn1nc(C)c(C=NNC(=O)c2cc(C)oc2C)c1C,-2
O=S(=O)(c1cccs1)N1CCN(Cc2nc(-c3ccc(F)cc3)cs2)CC1,-11&-4
O=C(c1cc(-c2ccc(F)cc2)c[nH]1)N1CCCC(Cc2nc(-c3cnccn3)no2)C1 (stereo not drawn),-14
C=CCN1C(=O)C(C)(C)COc2ccc(NC(=O)CCc3ccc(OC)cc3)cc21,28
O=C(NN=Cc1ccc(O)cc1)c1csc2ccccc12,-12
COc1ccccc1OCC#N,-14
O=S(=O)(NC1CCCCC1N1CCOCC1)c1ccccc1 (stereo not drawn),-8
COc1cccc(C(=O)N2CCC(Cn3cccn3)CC2)c1,-8
O=C(CCSc1ccccc1)N1CCN(CCn2ccnc2)CC1,9
CO[C@@H](CNC(=O)C(=O)Nc1cc2c3c(c1)CC(=O)N3CCC2)c1ccco1,-10
O=C(NCCc1ccoc1)NC1CCCCC1,-4
COc1ccc(SCC(=O)Nc2cccc3c2C(=O)NC3=O)cc1,-1
Cc1nc2ncccc2c(=O)n1-c1cccc(NC(=O)C2CCCC2)c1,3
COc1cc(OC)cc(C(=O)NCCCn2nc(-c3ccccc3)ccc2=O)c1,-12
O=C(NCCn1ncccc1=O)NCc1ccccc1,0
COc1ccc(N(CC(=O)NN=C(C)c2ccccc2)S(=O)(=O)c2ccccc2)cc1,-14
O=C(COc1ccccc1F)NCc1cc(-c2ccc3c(c2)OCO3)on1,-9
CC(Oc1ccc(Cl)cc1Cl)C(=O)NCCOc1ccccc1 (stereo not drawn),-28
CC(C)CCCC(C)C1CCC2C3CC=C4CC(OC(=O)/C=C/c5c6ccccc6cc6ccccc56)CCC4(C)C3CCC12C (stereo not drawn),-13
COc1cccc(S(=O)(=O)N2CCN(c3ccc(-n4cccc4)nn3)CC2)c1,-11
# (list continues)
SMILES,SSB-PriA inh
CC(Oc1ccc(C#N)cc1)C(=O)Nc1nc(-c2ccccn2)cs1 (stereo not drawn),109*
Oc1ccc(C=Nn2c3ccccc3c3ccccc32)cc1,9
Cc1ccc(-c2nc3c(c(=O)n2CC(=O)Nc2ccccc2Cl)CCN(Cc2ccccc2)C3)cc1,5
O=C(c1cccc(-n2cnnn2)c1)N1CCCc2ccccc21,4
CN(C)CCN(C(=O)c1ccc(S(=O)(=O)N2CCCCC2)cc1)c1nc2ccc(Br)cc2s1,3
O=c1nc(SCc2c(F)cccc2Cl)c2c([nH]1)CCC2,20
COc1ccc(NC(=O)CSc2nc3c(-c4ccccc4)c[nH]c3c(=O)n2C2CC2)c(OC)c1,2
COc1ccc(CCNC(=O)CC(C)=NNC(=O)c2cnccn2)cc1,-3
CCn1cc(C=NNC(=O)c2ccc3c(c2)OCO3)cn1,4
COc1ccccc1Oc1ccc(S(=O)(=O)Nc2cccc(C(C)=O)c2)cc1,-11
C#CC(C)(C)OC(=O)Nc1ccccc1,-19
CN1CCOc2ccc(NC(=O)c3ccc(Br)o3)cc2C1=O,-13&2
CC1CN(c2ccccc2)c2nc3c(c(=O)n(CC(=O)OCc4ccccc4)c(=O)n3C)n2C1 (stereo not drawn),-10
O=C(NCc1cc(C2CC2)n(C2CCCC2)n1)c1ccco1,-7
Cc1nc2c(ccc3nc(NC(=O)c4cc(-c5cccs5)nc5ccccc45)sc32)s1,-21
Cc1ccc2oc(C(=O)N3CCN(c4ccc(F)cc4)CC3)cc2n1,-7
CCOCCn1c(=O)c2c(nc3n(-c4ccc(C(F)(F)F)cc4)c(C)cn23)n(C)c1=O,1
CC1NC(=CC(=O)c2ccccc2)N(O)C1(C)C (stereo not drawn),-12
CC(=NN1CCN(C2c3ccccc3-c3ccccc32)CC1)c1ccco1,13
C/C(=N/NC(=O)c1n[nH]c2c1CCC2)c1ccc(-c2ccccc2)cc1,-25
Cc1cc(C)nc(NS(=O)(=O)c2ccc(NC(=O)/C=C/c3ccco3)cc2)n1,-6
Cc1nc2ccccn2c(=O)c1NC(=O)COc1cccc(C(F)(F)F)c1,2
Cc1cc(NC(=O)C2CCCN(S(=O)(=O)c3ccc(F)cc3)C2)n(C(C)C)n1 (stereo not drawn),8
COc1ccc(C(=O)C=C2NCC3c4ccccc4CCN3C2=O)cc1 (stereo not drawn),-3
Cc1cn2nc(C(=O)Nc3ccc(F)cc3Br)cc2c(=O)[nH]1,0
# (list continues)
SMILES,SSB-PriA inh
CC1CC(C)CN(c2cc(SCC(=O)Nc3ccccc3Br)ncn2)C1 (stereo not drawn),-2
Cc1cccc(S(=O)(=O)NCCOc2ccc(-c3cccs3)nn2)c1,-12
O=C(COc1cccc2ccc(N3CCCCC3)nc12)NCc1ccco1,1
O=C(Nc1ccccc1F)c1cc(C2CCN(C(=O)c3c[nH]c(=O)c(Cl)c3)CC2)[nH]n1,98*
O=C(NCCC(c1ccccc1)c1ccccc1)C(=O)NC1CCCCCC1,-13
O=C(NCCS(=O)(=O)N1CCc2ccccc2C1)C1CC(=O)N(c2ccccc2)C1 (stereo not drawn),-6
O=C(Cc1cc(-c2ccc(Cl)cc2)on1)NCc1cccnc1,-3
Cc1cc(C(=O)N2CCN(C[C@H](O)C3CC3)CC2)no1,-3
CC(C)c1c(C(=O)NN=CC2CC=CCC2)nnn1-c1nonc1N (stereo not drawn),-1
CCOC(=O)/C(C#N)=C\c1ccc(N2CCN(Cc3ccccc3)CC2)cc1,-35
COc1cccc(OCC(=O)NCC2CCN(Cc3ccccc3)CC2)c1,-4&-1
COCCn1c(-c2ccccc2)c[nH]c1=S,6
O=C(NCCN1CCN(c2ccccc2)CC1)C(=O)NC1CCCC1,0
COc1ccc(CC(=O)N2CCN(Cc3nc(-c4ccco4)cs3)CC2)cc1OC,-5
COc1ccc(NC(C)=O)cc1NC(=O)CCn1c(=O)oc2ccc(Cl)cc21,-7
CCOc1c(C)cc(S(=O)(=O)Nc2ccc3c(c2)N(C(C)=O)CC3)cc1C,-8
CCOc1cc(C=NNc2cc(C)nc(-n3nc(C)cc3C)n2)ccc1O,-4
CC(=O)Nc1cccc(NC(=O)CSc2nc(CC(=O)Nc3cccc(C)c3C)cs2)c1,0
O=C(NCCc1ccsc1)c1ccccc1S(=O)(=O)C(F)F,-3
CCCNC(=O)c1ccc2nc(-c3ccc(C)cc3)cc(OCC)c2c1,-8
CC(=NNc1ccc(S(N)(=O)=O)cc1[N+](=O)[O-])c1ccccc1O,10
O=C(NCc1ccccn1)C(=O)NN=Cc1ccc2c(c1)OCO2,0
O=C(C1=CN(c2ccc(F)c(F)c2)c2cc(Cl)ccc2S1(=O)=O)N1CCCC1,1
Cc1cc(NC(=O)C2CCN(S(=O)(=O)c3ccc(Cl)s3)CC2)on1,-2
CC1CCCC(C)N1N=Cc1ccc(N(C)C)cc1 (stereo not drawn),2

# Retrieved one by one from the list above (two):
SMILES,SSB-PriA inh
O=C(COc1cccc2ccc(N3CCCCC3)nc12)NCc1ccco1,1
CC(C)c1c(C(=O)NN=CC2CC=CCC2)nnn1-c1nonc1N (stereo not drawn),-1

# Remaining list, next part
SMILES,SSB-PriA inh
Cc1ccc(S(=O)(=O)c2c(C)nn(-c3ccccc3)c2OC(=O)c2ccc(C)c([N+](=O)[O-])c2)cc1,-11
CC(=NNC(=O)c1ccc2ccccc2c1)c1cccnc1,-2
Cc1ccc(CC(=O)Nc2sc3c(c2C(N)=O)CCC(C)C3)cc1 (stereo not drawn),-1
CCOC(=O)c1ccc(-c2ccc(/C=C(/C#N)C(=O)Nc3nccs3)o2)cc1,-5
Cc1cc(=O)[nH]c(-n2nc(C)c(CCC(=O)Nc3nnc(C)s3)c2C)n1,-1
CC1(C)SC(=S)N(N=Cc2ccc(O)cc2)C1N(O)C(=O)Nc1ccc([N+](=O)[O-])cc1 (stereo not drawn),28
CC(C)(C)NC(=O)CCN(N=Cc1ccccc1F)C1=NS(=O)(=O)c2ccccc21,-3
O=c1cc(CSc2nc(NCC3CCCO3)c3ccccc3n2)nc2ccc(Cl)cn12 (stereo not drawn),0
Cc1ccc(NC(=O)CCn2cnc3c(cnn3C(C)(C)C)c2=O)cc1,-1
NC(=O)c1oc2ccccc2c1NC(=O)c1cc(=O)c2ccccc2o1,-12
COc1ccc(Cl)c2sc(NC(=O)c3cccs3)nc12,-12
O=C(COc1cccc2c1CCN(Cc1ccc(Cl)cc1)C2=O)NC1CCCCC1,-11
CCSc1ccccc1NC(=O)[C@@H]1COc2ccccc2O1,-46
CCc1nc2ccccc2c(=O)n1N=Cc1ccc(Cl)cc1,-7
CCCS(=O)(=O)N1CCCc2ccc(NC(=O)COc3ccc(OC)cc3)cc21,3
Cc1ccc[n+](-c2[nH]c(=O)sc2C=NN=C([O-])CCn2c3ccccc3c3ccccc32)c1,-4
Cc1[nH]n(-c2ccc(Br)cc2)c(=O)c1C=NNC(=O)c1ccccc1,-6
Cc1ccc(C)n1-c1ccc(C(=O)Nc2nc(-c3ccccn3)cs2)cc1,81
CC1(C)Cc2cccc(OCC(=O)NCCCn3ccnc3-c3ccccc3)c2O1,19
CCCC(=NNC(=O)CCC(=O)NCc1ccccc1)c1ccccc1,-3
CN(C)CCCCCNCCCNC(=O)C=NO,-2
CCOC(=O)NN=Cc1c(C)c(C(=O)c2ccc(F)cc2)n2ccccc12,0
O=C(CSCc1ccccc1)N1CCN(c2ncnc3c2nnn3-c2ccc(Cl)cc2)CC1,-1
O=C(Nc1ncccn1)c1cccc(S(=O)(=O)N2CCOCC2)c1,4
O=C(COc1ccc(Cl)cc1Cl)N1CCC(c2ccccn2)C1 (stereo not drawn),-25

# Some of these compounds in order of formula weight, low to high.
SMILES,SSB-PriA inh
O=C(NCc1ccccn1)C(=O)NN=Cc1ccc2c(c1)OCO2,0
O=C(COc1cccc2ccc(N3CCCCC3)nc12)NCc1ccco1,1
Cc1cc(C)nc(NS(=O)(=O)c2ccc(NC(=O)/C=C/c3ccco3)cc2)n1,-6
COC(=O)C1=C(C)N=c2sc(=Cc3cccs3)c(=O)n2C1c1ccc(F)cc1 (stereo not drawn),-9
CC(C)(C)NC(=O)CCN(N=Cc1ccccc1F)C1=NS(=O)(=O)c2ccccc21,-3
CC1CC(C)CN(c2cc(SCC(=O)Nc3ccccc3Br)ncn2)C1 (stereo not drawn),-2
CN(C)CCN(C(=O)c1ccc(S(=O)(=O)N2CCCCC2)cc1)c1nc2ccc(Br)cc2s1,3

# Remaining list, next part:
SMILES,SSB-PriA inh
COC(=O)c1ccc(C(=O)NC[C@H](O)c2csc3ccccc23)cc1,-13
CC(C)CS(=O)(=O)C1CN(C(=O)CNC(=O)c2ccccc2)C1,-5
Cc1ccccc1CCC(=O)NC[C@H]1CCCN1c1ccccc1,14
CS(=O)(=O)c1ccc(CCC(=O)N2CCC(c3ccc4c(c3)OCO4)C2)cc1 (stereo not drawn),6
C=CCc1cccc(C=NNC(=O)c2ccccc2Br)c1O,6
COc1cc(C)ccc1S(=O)(=O)NCCn1cnc(C2CCCC2)cc1=O,-9
O=C(Nc1cc(-c2ccco2)nn1-c1nc(=O)cc(-c2ccccc2)[nH]1)c1cc(-c2ccccc2)on1,-16

# Among those listed so far, these have a tert-butyl group.
SMILES,SSB-PriA inh
CC(C)(C)NC(=O)CCN(N=Cc1ccccc1F)C1=NS(=O)(=O)c2ccccc21,-3
Cc1ccc(NC(=O)CCn2cnc3c(cnn3C(C)(C)C)c2=O)cc1,-1

# From PubChem
